# Rv3671c inh: Rv3671c (M. tuberculosis) protease inhibition. inhibition, % at 5.96 µM. 320,000 compounds, 0.048% hits. P9WHR9; in the data active = inhibition above about 38%;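 note: extracellular domain of Rv3671c used as enzyme; 0% = enzyme with DMSO and 100% = no enzyme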
# BoNT-F LC inh: BoNT F light chain protease inhibition. Multiplex microsphere protease cleavage assay, flow cytometry. inhibition, % at 10 µM. 360,000 compounds, 0.22% hits; in the data active = inhibition above about 35%, passing the limit was not always enough; inconclusive = no clear call, values can overlap the other calls; note: plate controls were buffer without enzyme for full effect and enzyme alone for no effect
# DUSP3 inh: DUSP3 (human) phosphatase inhibition. P51452. recombinant VHR phosphatase, pNPP absorbance. inhibition, % at 13.3 µM. 290,000 compounds, 0.52% hits; in the data active = inhibition above about 50%; note: some compounds called inactive have numbers as strong as hits
# Target sequence (P51452 whole entry, looked up): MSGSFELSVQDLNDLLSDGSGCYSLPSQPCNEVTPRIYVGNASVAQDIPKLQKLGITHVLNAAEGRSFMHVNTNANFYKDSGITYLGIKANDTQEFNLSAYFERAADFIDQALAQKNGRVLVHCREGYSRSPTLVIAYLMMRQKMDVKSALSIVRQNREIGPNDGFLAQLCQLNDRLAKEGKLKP
# MazF activator: activators of E. coli MazEF toxin-antitoxin RNase | 350,000 compounds, 0.32% hits | FAM/BHQ RNA-DNA oligo cleavage fluorescence, 5 h | P0AE70 | activation, % at 20 µM; in the data active = activation above about 50%
# Target sequence (P0AE70 whole entry, looked up): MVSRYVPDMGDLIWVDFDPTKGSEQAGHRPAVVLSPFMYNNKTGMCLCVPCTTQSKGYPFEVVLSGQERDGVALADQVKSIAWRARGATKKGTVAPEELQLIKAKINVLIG
# GDH-TPI inh: GDH-TPI coupled enzyme inhibition counter-screen; 360,000 compounds, 1.2% hits; inhibition, % at 4.8 µM; GDH-TPI coupled enzyme counterscreen, NADH absorbance;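 note: 0% = DMSO wells and 100% = wells lacking the enzyme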
# Mtb BioA inh: inhibitors of Mycobacterium tuberculosis BioA enzyme | inhibition, % at 9.99 µM | AID 602481 | purified M. tuberculosis BioA enzyme, plate reader | 360,000 compounds, 0.096% hits; in the data active = inhibition above about 40%; inconclusive = no clear call, values can overlap the other calls
# FBA Mtb inh: Mtb fructose-bisphosphate aldolase inhibition; P9WQA3; purified M. tuberculosis FBA, fluorescence read-out; inhibition, % at 1 µM; 360,000 compounds, 2.3% hits; in the data active = inhibition above about 27%;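 note: 0% = vehicle and 100% = reference inhibitor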
# FadD28 FP inh: blocks FadD28 binding to the bisubstrate probe; fluorescence polarization; inhibition, % at 12.5 µM; 360,000 compounds, 0.22% hits; AID 588549; in the data active = inhibition above about 8.5%, passing the limit was not always enough; inconclusive = no clear call, values can overlap the other calls
# Mtb UGM inh: inhibitors of M. tuberculosis UDP-galactopyranose mutase | P9WIQ1 | purified UGM, fluorescence polarization probe displacement | inhibition, % at 10 µM | 320,000 compounds, 0.06% hits; in the data active = inhibition above about 10%, passing the limit was not always enough; inconclusive = no clear call, values can overlap the other calls
# Target sequence (P9WIQ1 whole entry, looked up): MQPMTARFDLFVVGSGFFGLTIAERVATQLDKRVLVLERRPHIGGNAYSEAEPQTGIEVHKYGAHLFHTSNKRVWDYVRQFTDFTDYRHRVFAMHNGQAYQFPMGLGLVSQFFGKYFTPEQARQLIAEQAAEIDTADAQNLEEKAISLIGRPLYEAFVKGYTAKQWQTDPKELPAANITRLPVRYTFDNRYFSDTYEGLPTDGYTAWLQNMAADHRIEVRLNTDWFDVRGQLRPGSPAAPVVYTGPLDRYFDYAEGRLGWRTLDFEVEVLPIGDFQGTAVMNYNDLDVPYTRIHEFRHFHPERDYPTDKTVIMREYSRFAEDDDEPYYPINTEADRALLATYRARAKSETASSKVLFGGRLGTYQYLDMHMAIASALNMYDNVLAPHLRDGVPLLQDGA
# CCHF vOTU inh: CCHFV vOTU protease inhibition | Pep-AMC fluorescence | inhibition, % at 11.5 µM | 370,000 compounds, 0.55% hits | AID 651958; note: 0% = vehicle wells with enzyme and 100% = no enzyme wells
# Starred values were filed as active, the others as inactive; ? = inconclusive; . = no result given; & = joins results of further samples. Cut-off read from the data, not from the text of the source, unless noted: active = inhibition above about 30%; inactive = the rest. Not a hit list; any-hit rate near 4.9%.
no.	molecule	Rv3671c inh	BoNT-F LC inh	DUSP3 inh	MazF activator	GDH-TPI inh
1	CC1=CC(C)(C)N(C(=O)CNC2CCCCC2)c2cc(C)ccc21	5	-2	3	3	-5
2	CC(C)(C)OC(=O)N1CCN(C(=O)c2[nH]cnc2C(=O)Nc2ccc(Cl)cc2)CC1	0	-2	.	3	0
3	COc1ccc2c(c1)Cc1cc(NC(=O)c3ccccc3-c3ccccc3C(=O)O)ccc1-2	.	-6	.	0	13
4	Cc1noc(C)c1NC(=O)Nc1ccc2c(c1)C(=O)N([C@H](C)CO)C[C@H](C)[C@@H](CN(C)S(=O)(=O)c1ccc(F)cc1)O2	-1	8	.	1	-3
5	Cc1nc2cc(-c3cccs3)[nH]n2c(=O)c1C	4	5	.	1	2
6	CN(C)c1nc(Nc2ccc(Cl)cc2)nc(OCC#N)n1	2	-18	-2	5	3
7	Cc1cc(C)c(C(=O)COC(=O)Cn2c(C)csc2=O)cc1C	-12	2	-23	-6	7
8	OC[C@H]1O[C@@H](n2cnc3c(NC4CCCC4)nc(Cl)nc32)[C@H](O)[C@@H]1O	-6	-10	.	3	0
9	CC1CCN(S(=O)(=O)c2ccc3c(c2)C(Cl)(Cl)C(=O)N3)CC1	.	-4	.	-6	-5
10	CCC(=O)Nc1ccc(Oc2ccc3c(c2)C(=O)NC3=O)cc1	-4	4	-19	7	-2
11	F[B-](F)(F)c1cc2cc(Br)ccc2s1	.	3	.	-10	-11
12	CCOC(=O)C1=CCC2C(=O)N(C3CCCCC3)C(=O)C12 (stereo not given)	.	-4	.	.	.
13	CCn1cc(/C=C(\NC(=O)c2ccccc2OC)C(=O)NCCCn2ccnc2)c2ccccc21	-2	-6	-9	6	25
14	Cn1c(COc2ccccc2)nnc1SCC(=O)Nc1ccc(N2CCOCC2)cc1	-1	10	31	3	8
15	C(=N\Nc1nc(Nc2ccccc2)nc(N2CCCCC2)n1)/c1ccco1	-5	.	33	.	.

no.	Mtb BioA inh	FBA Mtb inh	FadD28 FP inh	Mtb UGM inh	CCHF vOTU inh
1	8.4	-1	-2.6	-0.4	-10
2	1.3	-2	-1.1	0.4	-3
3	0.4	15	11*	.	28
4	-0.2	3	-3.4	-0.2	7
5	-0.8	46*	-3.4	-0.4	.
6	-1.5	-5	-1.9	-0.3	20
7	4.9	0	-4.6	-3.5	6
8	1.2	0	-0.3	0.5	-3
9	0.2	8	0.8	.	9
10	2.3	1	-1.6	-0.5	-15
11	0.0	0	2.0	.	.
12	8.6	-1	-1.9	.	2
13	.	-5	-2.9	0.8	-5
14	0.3	5	0.5	-1.2	6
15	.	.	.	-0.6	4

# Later entries
no.	molecule	Rv3671c inh	BoNT-F LC inh	DUSP3 inh	MazF activator	GDH-TPI inh
16	CCOc1ccc(CCNC(=O)CSc2cc(=O)n(C)c3cc(Cl)ccc23)cc1OCC	7	10	35	-10	-5
17	COc1ccc(C=NN=C2c3ccccc3-c3ccccc32)cc1O	.	-10	.	2	11
18	O=c1c2ccccc2nc2ccccn12	7	-3	14	8	1
19	Cc1ccsc1C(=O)OCC(=O)NCCc1ccccc1	-2	-7	.	3	-4
20	Cc1cccc(CSCCNC(=O)CCSc2ccccc2)c1	-4	0	29	-1	1
21	COc1cccc(OCC(=O)NNC(=S)Nc2ccc(Cl)cc2Cl)c1	12	-2	-6	-4	-3
22	Cc1cc(O)c(C2(O)C(=O)Nc3ccccc32)cc1C (stereo not given)	-3	4	24	2	8
23	CCOC(=O)c1ccccc1NC1c2ccccc2C(=O)N1c1cc(C)ccn1 (stereo not given)	-12	-9	19	-6	17
24	O=C(NCc1cccnc1)c1ccc(Br)o1	2	10	.	5	0
25	C[C@H](CO)N1C[C@H](C)[C@H](CN(C)S(=O)(=O)c2ccccc2)OCc2cnnn2CCCC1=O	.	-6	.	10	6
26	CCN(c1ccccc1)S(=O)(=O)c1ccc(Cl)c(C(=O)N2CCCC2)c1	7	7	.	-1	-4
27	C[C@H](NC(=O)c1ncn2c1C(=O)N[C@@H](C)C2)C(=O)OC(C)(C)C	.	-7	.	3	7
28	CCOc1ccc(S(=O)(=O)N2CCC(C(=O)NCc3cccnc3)CC2)cc1C	6	8	44	6	0
29	O=[N+]([O-])c1ccc(/C=N/Nc2nc(-c3ccccc3)c3cc(Br)ccc3n2)o1	2	-5	12	4	0
30	O=C(CCCN1C(=O)c2ccccc2C1=O)N1CCC(c2ccccc2)C1 (stereo not given)	0	-5	20	3	-15

no.	Mtb BioA inh	FBA Mtb inh	FadD28 FP inh	Mtb UGM inh	CCHF vOTU inh
16	-0.8	1	0.8	2.3	-14
17	.	-2	-4.2	.	4
18	.	109*	-0.8	1.6	-168
19	2.4	-1	-4.1	1.9	5
20	0.3	-2	-4.4	5.1	6
21	.	2	-1.8	0.3	-2
22	-0.5	1	.	1.3	-4
23	-1.3	1	-1.4	-1.8	6
24	6.5	-1	-0.4	1.1	-6
25	-1.8&-1.5	0	0.7	.	2
26	0.4	4	-1.2	-0.1	7
27	-3.9	-1	0.3	.	4
28	1.0	2	.	1.7	14
29	0.4	1	-0.3	2.7	4
30	.	-2	-4.7	0.4	-4

# Other results follow.
no.	molecule	Rv3671c inh	BoNT-F LC inh	DUSP3 inh	MazF activator	GDH-TPI inh
31	O=C(COc1ccccc1)N(Cc1nnc(-c2ccccc2Cl)o1)C1CC1	-3	37*	.	-9	3
32	COc1ccc(C2N=C(Nc3ccc(C)cc3)Nc3nc(C)cc(=O)n32)cc1 (stereo not given)	-11	2	19	4	14
33	CNC(=O)c1cc2ncc(C(F)(F)F)cc2s1	-5	-12	24	9	0
34	CC1CCCC(NS(=O)(=O)c2cccc3nsnc23)C1C (stereo not given)	-7	2	-4	-16	16
35	Cc1c(C(=O)N2CCN(CCc3ccccn3)CC2)oc2ccc(Cl)cc12	7	3	-7	5	3
36	CCC(=O)N(CCc1ccccc1)Cc1cc2cccc(C)c2[nH]c1=O	-7	?	20	-4	6
37	C/C(=N\NC(=S)Nc1ccc(C)cc1)c1cccc(N)c1	11	-20	18	19	13
38	CCCS(=O)(=O)NC(=O)C1(C)CCCN(C(=O)c2cncc(Br)c2)C1 (stereo not given)	.	-4	.	.	-4
39	COc1ccccc1N(C(=O)c1snc(C(N)=O)c1N)C(C(=O)NCc1ccccc1)c1ccc(O)cc1 (stereo not given)	.	-27	2	4	2
40	O=C(COC(=O)c1ccc(F)c([N+](=O)[O-])c1)NC(=O)NCc1ccccc1	-7	-1	.	7	0
41	Cn1nnnc1SCC(=O)NCCc1ccc(Cl)cc1	-3	-12	29	-13	1
42	COc1ccc(-c2cnc(SCCNC(=O)c3ccc4c(c3)OCO4)[nH]2)cc1	12	10	.	3	-7
43	NC(=O)NC(=O)COC(=O)CCCSc1nc2ccccc2s1	5	1	4	-1	10
44	CC(OC(=O)C1=COCCO1)C(=O)NC1CCCC(C)C1C (stereo not given)	.	-4	.	-1	3
45	CC(=O)Nc1ccc(NC(=O)c2ccccc2S(=O)(=O)c2ccccc2[N+](=O)[O-])cc1	3	0	-4	9	2

no.	Mtb BioA inh	FBA Mtb inh	FadD28 FP inh	Mtb UGM inh	CCHF vOTU inh
31	3.6	0	-0.4	3.0	9
32	0.8	1	-1.3	-0.3	7
33	0.4	2	0.2	-0.9	9
34	-0.9	3	-2.0	-1.6	-4
35	8.4	0	-1.2	0.5	5
36	-2.6	-1	0.0	-3.4	-6
37	.	0	-2.8	0.2	1
38	-1.4	0	-3.1	.	.
39	-0.9	18	-2.6	.	-24
40	0.9	-2	0.3	0.3	8
41	.	1	-0.4	0.6	4
42	2.4	-1	0.4	-1.2	6
43	-2.8	-4	-1.2	-3.0	-5
44	-1.4	-2	-2.1	.	-1
45	.	2	-1.7	2.1	5

# Continuation.
no.	molecule	Rv3671c inh	BoNT-F LC inh	DUSP3 inh	MazF activator	GDH-TPI inh
46	O=C1CSC(=S)N1Cc1cccs1	.	-4	.	-5	0
47	Cc1ccc(OCc2nnc(SC(C)C(=O)O)n2Cc2ccccc2)cc1 (stereo not given)	-11	-2	-7	9	-3
48	COc1ccc(CNC(=O)CSc2nnc(NC(=O)C3CC3)s2)cc1	4	35*	34	8	3
49	O=C1/C(=C\c2cccnc2)CN(Cc2ccccc2)C/C1=C\c1cccnc1	-11	.	10	-17	.
50	CN(CC1CCCO1)S(=O)(=O)c1ccc(C(=O)Nc2ccc([N+](=O)[O-])cc2)cc1 (stereo not given)	-8	-5	32	-1	12
51	COc1ccc(CO[C@@H]2O[C@H](CO)[C@@H](O)[C@H](O)[C@H]2NC(C)=O)cc1OC	.	-10	44	5	-1
52	CCc1nnc(NS(=O)(=O)c2ccc(Nc3ccc([N+](=O)[O-])c4nonc34)cc2)s1	-2	-12	22	4	7

no.	Mtb BioA inh	FBA Mtb inh	FadD28 FP inh	Mtb UGM inh	CCHF vOTU inh
46	.	0	-1.0	.	-11
47	.	-1	-1.1	4.7	2
48	-1.8	-1	-0.8	-1.4	3
49	.	.	.	-2.7	.
50	0.5	-2	-6.0	0.6	-5
51	0.4	1	-0.7	1.3	-7
52	.	-29	?	0.5	31*

# A stretch of the results above, for reference:
no.	molecule	Rv3671c inh	BoNT-F LC inh	DUSP3 inh	MazF activator	GDH-TPI inh
34	CC1CCCC(NS(=O)(=O)c2cccc3nsnc23)C1C (stereo not given)	-7	2	-4	-16	16
35	Cc1c(C(=O)N2CCN(CCc3ccccn3)CC2)oc2ccc(Cl)cc12	7	3	-7	5	3
36	CCC(=O)N(CCc1ccccc1)Cc1cc2cccc(C)c2[nH]c1=O	-7	?	20	-4	6
37	C/C(=N\NC(=S)Nc1ccc(C)cc1)c1cccc(N)c1	11	-20	18	19	13
38	CCCS(=O)(=O)NC(=O)C1(C)CCCN(C(=O)c2cncc(Br)c2)C1 (stereo not given)	.	-4	.	.	-4
39	COc1ccccc1N(C(=O)c1snc(C(N)=O)c1N)C(C(=O)NCc1ccccc1)c1ccc(O)cc1 (stereo not given)	.	-27	2	4	2
40	O=C(COC(=O)c1ccc(F)c([N+](=O)[O-])c1)NC(=O)NCc1ccccc1	-7	-1	.	7	0
41	Cn1nnnc1SCC(=O)NCCc1ccc(Cl)cc1	-3	-12	29	-13	1
42	COc1ccc(-c2cnc(SCCNC(=O)c3ccc4c(c3)OCO4)[nH]2)cc1	12	10	.	3	-7
43	NC(=O)NC(=O)COC(=O)CCCSc1nc2ccccc2s1	5	1	4	-1	10
44	CC(OC(=O)C1=COCCO1)C(=O)NC1CCCC(C)C1C (stereo not given)	.	-4	.	-1	3
45	CC(=O)Nc1ccc(NC(=O)c2ccccc2S(=O)(=O)c2ccccc2[N+](=O)[O-])cc1	3	0	-4	9	2
46	O=C1CSC(=S)N1Cc1cccs1	.	-4	.	-5	0

no.	Mtb BioA inh	FBA Mtb inh	FadD28 FP inh	Mtb UGM inh	CCHF vOTU inh
34	-0.9	3	-2.0	-1.6	-4
35	8.4	0	-1.2	0.5	5
36	-2.6	-1	0.0	-3.4	-6
37	.	0	-2.8	0.2	1
38	-1.4	0	-3.1	.	.
39	-0.9	18	-2.6	.	-24
40	0.9	-2	0.3	0.3	8
41	.	1	-0.4	0.6	4
42	2.4	-1	0.4	-1.2	6
43	-2.8	-4	-1.2	-3.0	-5
44	-1.4	-2	-2.1	.	-1
45	.	2	-1.7	2.1	5
46	.	0	-1.0	.	-11

# Compound activity as filed in PubChem BioAssay.
